Assay outcomes from PubChem.
SMN2 splice enh: qHTS Assay for Enhancers of SMN2 Splice Variant Expression. actives 2.8% (n = 210,000). HEK293 SMN2-luciferase splicing reporter, luminescence, 30-36 h. AID 1458, 2008. Potency, µM (series often up to 46.1 µM), inactives show top-dose activity change, positive = activation, most hits filed as activators; further: potency means the concentration at half of the fitted maximal effect; % of control where 0% means no effect; nearly all actives have a fitted effect of over 55% in size
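HEK293 cells carry an SMN2 minigene-luciferase reporter in which exon 7 inclusion puts luciferase in frame. Cells were seeded at 2000 cells/well, attached for 10-12 hours, then exposed to compounds for 30-36 hours at 37C before ONE-Glo luminescence.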
HttQ103 aggreg: qHTS Multiplex Assay to Identify Dual Action Probes in a Cell Model of Huntington: Aggregate Formation (GFP); Potency, µM (highest dose often 46.1 µM), for the others: top-dose activity change, negative = inhibition, hits mostly inhibitors; PC12 HttQ103-GFP aggregates, Acumen cytometry, 40 h; AID 1688, 2009; actives 1.1% (n = 220,000); further: potency means the concentration at half of the fitted maximal effect; on the % scale 0 is the no-effect control and ±100 the full control effect; nearly all actives have a fitted effect of over 60% in size
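Aggregate formation scored by laser-scanning cytometer (488 excitation, 500–530 emission) in lysed PC12 cells expressing Q103-GFP after 100 nM tebufenozide induction; library tested in dose series, with ATPLite reagent added in the multiplex.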
HTT ATP protect: qHTS Multiplex Assay to Identify Dual Action Probes in a Cell Model of Huntington: Cytoprotection (ATP); Potency, µM (series often up to 56.4 µM), for inactives: cytoprotection (ATP increase), hits mostly activators; PC12 HTT-Q103 induced, cytoprotection, ATP luminescence, 40 h; actives 0.14% (n = 230,000);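 further: potency means the concentration at half of the fitted maximal effect; % of control where 0% means no effect; nearly all actives have a fitted effect of over 45% in size; toxic huntingtin expression switched on by the ecdysone agonist tebufenozide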
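Readout: ATPlite luminescence (ATP level). Model: stable PC12, inducible Htt exon1 Q103-GFP. Inducer: tebufenozide, 100 nM final. Compounds: dose series. No G418 in medium.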
LMNA splice mod: qHTS Assay for Modulators of Lamin A Splicing; HeLa LMNA splicing GFP/RFP minigene ratio, 48 h; AID 1487, 2009; actives 0.01% (n = 200,000); Potency, µM (top dose mostly 46.1 µM), for inactives: top-dose ratio change, negative = inhibition, actives largely listed as inhibitors; active means well fitted inhibition curve with a large enough effect in the signal ratio, with a control signal flat, not every such curve was filed as active; inconclusive means small, poorly fitted or top-dose-only effect, or effect the other way, or a change in a side signal; the % refers to the signal ratio; further: potency means the concentration at half of the fitted maximal effect; on the % scale 0 is the no-effect control and ±100 the full control effect
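S3 HeLa stable clones carrying a lamin A-EGFP splicing minigene plus DsRed2 were seeded at 600 cells/well in Opti-MEM with 2% FBS, pin-dosed and incubated 48 h at 37°C. Acumen cytometry (488 nm) gave the GFP/RFP total-intensity ratio.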
CBFb RUNX1 block: qHTS Assay for Compounds Blocking the Interaction Between CBF-beta and RUNX1 for the Treatment of Acute Myeloid Leukemia. Runt-related transcription factor 1 (Homo sapiens) + Core-binding factor subunit beta …. AlphaScreen CBFb-His/RUNX1-biotin binding, biochemical. Potency, µM (series often up to 59.8 µM), for inactives: at the highest dose activity, negative = inhibition, usual class: inhibitors. 230,000 tested, under 10 active; further: % of control where 0% means no effect
Target sequence (Q01196 whole entry, looked up): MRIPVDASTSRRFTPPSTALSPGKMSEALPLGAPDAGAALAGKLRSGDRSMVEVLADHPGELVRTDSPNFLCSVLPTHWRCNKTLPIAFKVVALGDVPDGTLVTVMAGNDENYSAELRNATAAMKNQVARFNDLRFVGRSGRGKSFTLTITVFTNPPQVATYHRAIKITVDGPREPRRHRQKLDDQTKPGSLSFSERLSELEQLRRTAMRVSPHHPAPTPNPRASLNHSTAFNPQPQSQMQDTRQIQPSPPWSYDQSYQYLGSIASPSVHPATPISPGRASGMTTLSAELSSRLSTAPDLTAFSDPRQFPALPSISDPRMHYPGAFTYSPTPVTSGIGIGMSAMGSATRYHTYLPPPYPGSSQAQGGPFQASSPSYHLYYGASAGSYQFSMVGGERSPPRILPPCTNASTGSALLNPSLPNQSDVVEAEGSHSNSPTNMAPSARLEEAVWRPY
Target sequence (Q13951 whole entry, looked up): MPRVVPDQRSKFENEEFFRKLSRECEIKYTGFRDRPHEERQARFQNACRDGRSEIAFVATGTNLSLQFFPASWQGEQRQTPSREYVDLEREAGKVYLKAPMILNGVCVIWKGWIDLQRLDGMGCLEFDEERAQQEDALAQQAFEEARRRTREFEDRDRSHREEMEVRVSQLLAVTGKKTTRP
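AlphaScreen binding: CBFb-His and RUNX1-biotin (30 nM each) preincubated 20 min, compound added for 15 min, then nickel and streptavidin beads for 90 min, all at room temperature. Disruption of the interaction by any mechanism counts as activity.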
IMPase Li inh: qHTS Assay for Identifying the Cell-Membrane Permeable IMPase Inhibitors: Potentiation with Lithium | CHO-M1 cells, IP1 TR-FRET (IP-One), carbachol + lithium | Potency, µM (highest dose often 59.4 µM), without a hit: at the top dose activity, negative = IMPase inhibition, actives largely listed as inhibitors | actives 0.35% (n = 210,000) | AID 1457, 2008;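 further: IP1 builds up when IMPase is blocked and the TR-FRET signal falls; potency means the concentration at half of the fitted maximal effect; plate controls were basal vehicle for no effect and high inhibitor control for full effect; nearly all actives have a fitted effect of over 50% in size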
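Readout is a homogeneous TR-FRET IP1 immunoassay (Ex 320, Em 665 and 620), where raised cytosolic IP1 lowers signal. Cells were CHO-M1 treated 30 min at 37C with test compounds plus a little lithium; AC50 values came from Hill-equation fitting.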
KinaseGlo FLuc: Counterscreen for Luciferase (Kinase-Glo TM) Inhibition. AID 1379, 2008. Potency, µM (doses to about 38.3 µM), without a hit: top-dose activity change, negative = inhibition, actives largely listed as inhibitors. actives 0.28% (n = 200,000). Kinase-Glo luciferase, ATP luminescence, 8 min; further: potency means the concentration at half of the fitted maximal effect; on the % scale 0 is the no-effect control and ±100 the full control effect; nearly all actives have a fitted effect of over 60% in size
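Light output from Kinase-Glo luciferase with luciferin and 10 uM ATP in 50 mM imidazole pH 7.2, KCl, MgCl2, Tween 20, BSA; compound pin-delivered, 8-min ambient incubation, then luminescence read.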
* hit, by the source's call; ? = inconclusive; . = not tested or not shown; [ ] = remark or other dose. Unless noted, the call rests on the fitted dose curve; in most records, active means well fitted curve in the direction sought with a large enough effect; inconclusive means small, poorly fitted or top-dose-only effect, or another doubt; inactive means no such curve, though single readings can be large; an effect the other way counts as inactive or inconclusive. Rows are unselected; about 4% have a hit in one of these screens.

smiles | SMN2 splice enh | HttQ103 aggreg | HTT ATP protect | LMNA splice mod | CBFb RUNX1 block | IMPase Li inh | KinaseGlo FLuc
COc1ccc(/C(=N\Nc2ccccc2C(=O)O)c2ccccc2)cc1 | -31%[inhibitor] | -17% | -46%[inhibitor] | . | -13% | 5% | 2%
COc1ccc(NCc2n[nH]nc2-c2ccccc2)cc1Cl | 3% | -7% | 15% | ? | -19% | 36%[38.3 µM] | 4%
Clc1ccc(-n2ncc3c(N4CCCCCC4)ncnc32)cc1 | -101%[inhibitor] | -23% | -23%[10 µM] | -10% | 12% | 39%[activator][38.3 µM] | -11%
CNC(=O)CSc1nc(N)c2c3c(sc2n1)CCC3 | -13% | 12% | -11% | -2% | -1% | -7%[38.3 µM] | -6%
O=C(CSC1=Nc2ccccc2C2=NC(CC(=O)N3CCN(c4ccccc4)CC3)C(=O)N12)NCC1CCCO1 (stereo not given) | -2% | -19% | -17% | . | -5% | -6% | 2%
CSc1nc2n(n1)C(c1cccs1)C1=C(CCCC1=O)N2 (stereo not given) | . | -15%[9.22 µM] | 4%[10 µM] | . | 14% | 2% | .
Cc1ccc(OCC(=O)NCc2ccc3c(c2)OCO3)c([N+](=O)[O-])n1 | 7% | 22% | -32%[inhibitor] | -8%[46 µM] | -4% | 7% | -1%
CCOc1ccc2ccccc2c1C(=O)N[C@@H]1C(=O)N2[C@@H]1SC(C)(C)[C@@H]2C(=O)O | -1%[20.6 µM] | 5%[20.6 µM] | -4%[40.3 µM] | ? | -10% | 4% | 0%[17.1 µM]
COC(=O)CSc1nccc(-c2cccs2)n1 | -2% | 0% | 11%[10 µM] | 19%[46 µM] | -1% | -13% | 5%
CCOc1ccc(C(=O)NC(=S)Nc2ccccc2N2CCOCC2)cc1Br | . | -2% | 10%[10 µM] | ? | -5% | 15% | -2%
COc1ccc(N2C(=O)C3C(C2=O)C3(c2ccccc2)c2ccccc2)cc1 (stereo not given) | . | -8%[9.22 µM] | 3%[10 µM] | . | -3% | . | .
O=C(N/N=C/c1ccccc1)c1cc(-c2ccc3c(c2)OCO3)n[nH]1 | 15% | 11% | -6%[1.9 µM] | ? | 5% | -3% | -1%
CCOc1cc(C2NC(=O)N(C)C(C)=C2C(=O)OC)cc(Br)c1O (stereo not given) | -7% | 22% | 12% | -3% | 4% | 28%[38.3 µM] | 4%
CC(=O)Nc1ccc(C(=O)OCC(=O)c2cccc([N+](=O)[O-])c2)cc1 | -4% | 0% | 23%[10 µM] | -4% | 8% | 6% | 3%
O=C(NCC1COc2ccccc2O1)c1ccco1 (stereo not given) | . | -12% | -13% | 1% | -2% | . | -1%
COCCCN(CC(=O)Nc1ccc(N2CCOCC2)cc1)S(=O)(=O)c1ccc(Cl)cc1 | 7% | -6% | -40%[inhibitor] | . | -16% | 4% | 3%
O=C(C1CC(c2ccc(F)cc2)=NO1)N1CCCCC1 (stereo not given) | 28µM* | -5% | 41%[10 µM] | -1% | 0% | 2% | -3%
Cc1nc2c(C(=O)Nc3ccc(N4CCCC(O)C4)cc3)snc2c(=O)[nH]1 (stereo not given) | . | -18%[9.22 µM] | 5%[10 µM] | . | -2% | . | .
Cc1cccc(NC(=S)N2CCC(C(N)=O)(N3CCCCC3)CC2)c1C | 8% | 20% | -2% | 4%[9.22 µM] | 5% | -2% | 1%
N#Cc1ccc(CSc2nnc(-c3cnccn3)o2)cc1 | -3% | 4% | 13%[10 µM] | -18% | 3% | -7%[38.3 µM] | 0%
Cc1ccc(C(=O)CC(C(=O)O)P(=O)(c2ccccc2)c2ccccc2)cc1 (stereo not given) | -6% | -10% | -5% | . | -2% | -7% | 0%
CCN(CC)CC(C)(C)NS(=O)(=O)c1ccc(Cl)cc1 | 28% | -42% | 0%[0.074 µM] | 11% | -2% | -7%[38.3 µM] | -4%
O=C(O)CSc1nnc(COc2cccc3ccccc23)n1Cc1ccccc1 | 9% | 8% | -38%[inhibitor] | ? | -11% | 7% | -1%
O=C(CN1CCSC1=NCc1ccccc1)c1ccc(Cl)c(Cl)c1 | -9% | 3% | 25%[10 µM] | -19% | 1% | 15% | 0%
Cc1[nH]c2ccccc2c1C(=O)COC(=O)C1CCC(=O)N1 (stereo not given) | 8% | ? | . | 5% | 3% | -19%[38.3 µM] | -3%
CCC(=O)OC1CC(C)N(C(=O)c2ccccc2)c2ccc(C)cc21 (stereo not given) | 3% | -2%[9.22 µM] | 12% | ? | 4% | 34%[activator][38.3 µM] | 3%
O=C1CC(c2cccc(F)c2)c2c(c3ccccc3[nH]c2=O)O1 (stereo not given) | -64%[inhibitor] | 6% | -17% | -10%[9.22 µM] | -2% | ? | 1%
CC(=O)Nc1ccc(-n2nnnc2SCC(=O)Nc2cccc(NC(=O)c3ccco3)c2)cc1 | . | -18%[9.22 µM] | 10%[10 µM] | . | ? | . | .
CNC(=O)c1cn(-c2ccccc2)c(=O)c2ccccc12 | 11% | -5% | 15% | 11% | 5% | 3%[38.3 µM] | -2%
Cc1nc(NC(=O)CSc2nnc(N)s2)c(Cl)cc1Cl | -1% | 4% | -15% | ? | -5% | 3% | -2%
O=S(=O)(c1ccccc1)N1CCC2(CCCN(Cc3ccccc3)C2)CC1 | -11% | . | 15% | . | . | 27% | -2%
CCOC(=O)C(=Cc1ccc(F)cc1)C(=O)OCC | -10% | 24% | -2% | ? | -2% | 2%[38.3 µM] | -3%
Cc1ccc(C(=O)c2cc([N+](=O)[O-])ccc2N2CCOCC2)cc1C | -62%[inhibitor] | ? | -34%[inhibitor][10 µM] | ? | 9% | 16% | 3%
CCN(CC)C(=O)C[n+]1cccc(/C=N/O)c1 | -8% | -20% | 26%[10 µM] | -9% | 34% | -1% | 0%
O=C(N/N=C/c1cc([N+](=O)[O-])ccc1Cl)c1cc(-c2ccccc2)nc2ccccc12 | . | -9%[9.22 µM] | 23%[10 µM] | . | 5% | . | .
COc1ccc(OCC(=O)NCCc2c[nH]c3ccccc23)cc1 | . | -6%[9.22 µM] | -23%[10 µM] | 16%[46 µM] | 16% | 10% | 2%
CCCc1cc(C(=O)Nc2cc(C)on2)no1 | 5% | -17% | 17% | 8% | 5% | -10%[38.3 µM] | 15%
Cc1nn2c(c1-c1ccccc1)N=C(c1ccco1)CC2c1ccccc1 (stereo not given) | -15% | -4% | -22%[0.074 µM] | 10% | -28% | 41%[activator][38.3 µM] | -7%
CC1(C)C/C(=N\O)c2cc3c(nc2C1)CCCC3 | -3% | -17% | -10%[10 µM] | -5% | 1% | 24%[38.3 µM] | -2%
Cc1ccc(CN(CC(=O)NC(C)(C)C)C(=O)CNC(=O)c2cccs2)cc1 | -1% | . | . | 6%[46 µM] | 0% | 4% | -5%

Nothing new here: six of the compounds above.
smiles | SMN2 splice enh | HttQ103 aggreg | HTT ATP protect | LMNA splice mod | CBFb RUNX1 block | IMPase Li inh | KinaseGlo FLuc
O=C(N/N=C/c1cc([N+](=O)[O-])ccc1Cl)c1cc(-c2ccccc2)nc2ccccc12 | . | -9%[9.22 µM] | 23%[10 µM] | . | 5% | . | .
COc1ccc(OCC(=O)NCCc2c[nH]c3ccccc23)cc1 | . | -6%[9.22 µM] | -23%[10 µM] | 16%[46 µM] | 16% | 10% | 2%
CCCc1cc(C(=O)Nc2cc(C)on2)no1 | 5% | -17% | 17% | 8% | 5% | -10%[38.3 µM] | 15%
Cc1nn2c(c1-c1ccccc1)N=C(c1ccco1)CC2c1ccccc1 (stereo not given) | -15% | -4% | -22%[0.074 µM] | 10% | -28% | 41%[activator][38.3 µM] | -7%
CC1(C)C/C(=N\O)c2cc3c(nc2C1)CCCC3 | -3% | -17% | -10%[10 µM] | -5% | 1% | 24%[38.3 µM] | -2%
Cc1ccc(CN(CC(=O)NC(C)(C)C)C(=O)CNC(=O)c2cccs2)cc1 | -1% | . | . | 6%[46 µM] | 0% | 4% | -5%

Further records follow:
smiles | SMN2 splice enh | HttQ103 aggreg | HTT ATP protect | LMNA splice mod | CBFb RUNX1 block | IMPase Li inh | KinaseGlo FLuc
O=C1NC(=O)C(CC(=O)N(Cc2ccco2)C2(C(=O)NC3CCCCC3)CCCCC2)N1 (stereo not given) | -6% | 4% | 31%[10 µM] | -8% | 9% | 5% | 0%
CCN(CC(=O)NCc1ccc(Cl)cc1)Cc1cc(=O)n2ccsc2n1 | -16% | -2% | -27% | 10%[46 µM] | 7% | 1% | 1%
N#C/C(=C(/O)c1ccc(C(=O)c2ccccc2)cc1)c1nc2ccccc2[nH]1 | . | 6%[9.22 µM] | 3%[10 µM] | . | 11% | . | .
CCOC(=O)C1Oc2ccccc2C(c2ccccc2)=C1C(C)=O (stereo not given) | . | . | 7% | . | 4%[89.1 µM] | 20% | 0%[39.9 µM]
Cc1cc(C)cc(NC(=S)/N=C(\N)Nc2nc(C)c3ccccc3n2)c1 | -66%[inhibitor] | -29% | 41%[10 µM] | ? | -14% | 5% | 1%
CCc1ccccc1NC1=CC(=O)CC(C)(C)C1 | -30%[inhibitor] | 2% | -16% | . | 0% | 6% | 3%
Cc1cc(C(=O)NC(C)C2CCCO2)cs1 (stereo not given) | -13% | -4% | 15% | 0% | -3% | -2%[38.3 µM] | -7%
CCOC(=O)c1c(C)nc2c(c(SC)nn2-c2ccccc2)c1N | -6% | -1% | 4% | 2% | -3% | -1%[38.3 µM] | -1%
